# NPY-Y2 antag = blocks the human neuropeptide Y Y2 receptor. P49146. NPY-Y2 expressing cells, antagonist mode. inhibition, % at 2.7 µM. actives 0.99% (n = 140,000). AID 793; in the data active means inhibition above about 17%;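 further: 0% = vehicle with agonist challenge and 100% = reference antagonist with challenge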
# Target sequence (P49146 whole entry, looked up): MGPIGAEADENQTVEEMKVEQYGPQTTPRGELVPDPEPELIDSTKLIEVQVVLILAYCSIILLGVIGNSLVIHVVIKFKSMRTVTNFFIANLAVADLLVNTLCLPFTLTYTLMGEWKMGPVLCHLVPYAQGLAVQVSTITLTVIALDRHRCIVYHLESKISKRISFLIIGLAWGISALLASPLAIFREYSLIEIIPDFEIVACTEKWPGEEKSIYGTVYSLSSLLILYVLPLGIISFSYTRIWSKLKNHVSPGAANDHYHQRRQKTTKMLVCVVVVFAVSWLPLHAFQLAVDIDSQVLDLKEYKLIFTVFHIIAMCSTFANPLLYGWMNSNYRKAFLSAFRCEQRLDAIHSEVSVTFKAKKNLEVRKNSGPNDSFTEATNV
# Phagocyt inh = blocks phagocytosis by macrophages | J774A.1 macrophage IgG-bead phagocytosis, imaging | actives 0.07% (n = 110,000) | AID 1029 | inhibition, % at 5 µM;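 active means inhibition above the mean of the plate negative controls plus 5 SD, cut at about 13% in these data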;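 further: phagocytic index as fraction of beads internalized from green versus red external bead signal; plate controls were DMSO negative control for no effect and cytochalasin-D positive control for full effect; some results beyond the cut were filed as inactive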
# E-sel TNF inh = blocks E-selectin expression induced by TNF alpha; inhibition, % at 2 µM; actives 0.71% (n = 120,000); HUVEC TNFa-induced E-selectin immunofluorescence, high content;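 active means inhibition above the batch mean plus 3 SD, and confirmed as a hit on visual image review, cut at about 43% in these data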;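 further: 0% = TNF-stimulated DMSO wells and 100% = unstimulated control wells; not every result past the cut was called active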
# GALR2 blocker = antagonists of human galanin receptor 2 (GALR2). O43603. GALR2-expressing cells, antagonist mode. inhibition, % at 4 µM. actives 0.39% (n = 140,000); in the data active means inhibition above about 27%;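 further: cells stimulated with galanin 1-16 at roughly its EC80; 0% = agonist challenge control and 100% = basal control without agonist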
# Target sequence (O43603 whole entry, looked up): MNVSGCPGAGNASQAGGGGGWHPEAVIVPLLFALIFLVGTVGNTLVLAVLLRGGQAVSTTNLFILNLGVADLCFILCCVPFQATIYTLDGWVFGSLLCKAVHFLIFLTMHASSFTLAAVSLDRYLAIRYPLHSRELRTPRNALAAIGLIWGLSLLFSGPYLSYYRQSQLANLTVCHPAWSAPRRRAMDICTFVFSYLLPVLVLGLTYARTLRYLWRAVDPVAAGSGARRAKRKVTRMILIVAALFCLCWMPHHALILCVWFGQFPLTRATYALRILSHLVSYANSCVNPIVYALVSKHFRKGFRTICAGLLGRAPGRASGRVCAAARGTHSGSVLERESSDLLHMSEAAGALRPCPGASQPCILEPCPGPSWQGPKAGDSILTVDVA
# bCat KO growth = beta-catenin-lacking colon tumor cell growth suppression; HCT116 beta-catenin knockout viability, CellTiter-Glo, 60 h; stronger effect = lower value; viability, % at 10 µM; actives 1.5% (n = 140,000); AID 818;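 active means viability at or under a set limit, the compound median less 4 SD, cut at about 6% in these data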;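 further: 0% = Hyamine 1622 control at 20 µM and 100% = untreated cell control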
# Measles CPE = protection of cells from measles virus. Measles virus-infected cells, CPE protection, absorbance. protection (pct of control), % at 4 µM. actives 1.5% (n = 140,000). AID 841; in the data active means protection mostly above about 24%, no sharp cut-off; inactive means mostly below about 26%; further: some compounds called inactive have numbers as strong as hits
# Yeast lifespan up = yeast lifespan extension; S. cerevisiae growth with nicotinamide, OD615; deaD strain in restrictive glucose medium; actives 0.68% (n = 130,000); inhibition of the nicotinamide effect, % at 10 µM;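 active means inhibition above a set limit, placed 3 SD over the median of all compounds, cut at about 26% in these data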;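 further: 0% = nicotinamide-treated wells and 100% = cells grown without nicotinamide; some compounds called inactive have numbers as strong as hits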
#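 System: DeaD-strain S. cerevisiae / Buffer or medium: CSMM-D, restrictive glucose (dextrose) synthetic minimal medium / Probe or stimulus: nicotinamide, 1.5 mM, co-present with compound / Compound: one concentration, 10 µM, DMSO 0.25% / Incubation: 48 h compound exposure at 30 °C, humidified / Technique: optical density (absorbance) at 615 nm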
# HCT116 PTEN-null = suppresses growth of cells with PTEN deletion. HCT116 PTEN-null viability, CellTiter-Glo, 60 h; stronger effect = lower value. viability, % at 10 µM. actives 1.2% (n = 140,000);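 active means viability at or below a set limit, 4 SD under the median of all tested compounds, cut at about 3.7% in these data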;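 further: PTEN knockout HCT116 line with beta catenin targeted HCT116 as companion control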
# Yeast growth inh = reduces growth of yeast BB579 in restrictive medium. S. cerevisiae BB579 growth, OD615, 48 h. inhibition, % at 10 µM. actives 0.51% (n = 140,000). AID 804;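 active means inhibition above a set limit, 3 SD over the mean compound inhibition, cut at about 44% in these data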; further: inactives centre near -24
#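 System: Saccharomyces cerevisiae DeaD strain BB579, replicative lifespan model yeast. Buffer or medium: restrictive glucose-based CSMM-D medium. Doses: one dose, 10 µM compound with 0.25% DMSO. Timing: 4 h preincubation and 48 h exposure at 30 °C. Detection: turbidity as optical density at 615 nm. Benchmarks: amphotericin B 10 µg/mL, positive.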
# MRP-1 activ = MRP-1 activation; actives 0.61% (n = 140,000); viability increase, % at 10 µM; H69AR cells + doxorubicin, viability rescue, CellTiter-Glo;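 active means viability gain under doxorubicin at or above a set limit, the compound median plus 3 SD, cut at about 4.7% in these data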;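 further: MRP-1 overexpressing cells given doxorubicin 25 µM after compound pretreatment; 18-22 h compound pretreatment then 72 h with doxorubicin before readout; 0% = doxorubicin-only wells and 100% = vehicle-treated cells without doxorubicin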
# An asterisk follows results filed as active; · = no result given.
SMILES | NPY-Y2 antag | Phagocyt inh | E-sel TNF inh | GALR2 blocker | bCat KO growth | Measles CPE | Yeast lifespan up | HCT116 PTEN-null | Yeast growth inh | MRP-1 activ
CCc1ccc(Cn2nnc(C(=O)Nc3ccc(OC)cc3OC)c2N)cc1 | 2 | 0 | -12 | -6 | 98 | 3 | -2 | 90 | 6 | -3.9
Cc1c(NC(=O)CSc2nnc(-c3ccco3)n2-c2ccccc2)c(=O)n(-c2ccccc2)n1C | 0 | -1 | 10 | 3 | 89 | 8 | -12 | 120 | -10 | -3.4
CCN1CCCC1CN(Cc1cc2ccc(C)cc2[nH]c1=O)C(=S)Nc1ccc(OC)cc1OC (stereo not given) | 0 | -1 | · | 6 | 65 | 22 | 4 | 56 | -12 | -1.1
Clc1ccc(Cn2cc(/C=N/n3cnnc3)c3ccccc32)c(Cl)c1 | 9 | 2 | 10 | 3 | 84 | 4 | -4 | 86 | -45 | -1.3
CCc1[nH]nc2c1C(Cc1ccccc1)C(C#N)=C(N)O2 (stereo not given) | 2 | 0 | 15 | -17 | 93 | 21 | 4 | 97 | -24 | -2.5
Cc1nn(CC(=O)N2CCOCC2)c(C)c1[N+](=O)[O-] | 1 | · | -30 | 6 | 97 | 7 | -2 | 93 | 7 | -0.7
CC(=O)c1ccc(Sc2ccc(C(C)=O)cc2)cc1 | -1 | 3 | · | -9 | 76 | 18 | -9 | 92 | -16 | -4.8
Cc1nn(Cc2ccccc2)c(C)c1NC(=O)CSc1nc(-c2ccccc2)nc2c1cnn2-c1ccccc1 | 2 | 2 | -14 | 2 | 85 | 6 | -23 | 88 | -55 | -3.0
O=C(CN(Cc1ccccc1C(F)(F)F)C(=O)CNC(=O)c1ccco1)NC1CCCC1 | -1 | 0 | -5 | -6 | 90 | 0 | -3 | 96 | -56 | -1.4
Cc1ccc(C)c(N(C)C(=O)COc2cc(=O)n(C)c3ccccc23)c1 | -2 | 0 | · | 1 | 91 | 30 | -2 | 91 | -5 | -0.8
CCc1nn(-c2cc(Oc3ccccc3)nc(-c3ccccc3)n2)c(N)c1C#N | 1 | -1 | 4 | 4 | 79 | 18 | 0 | 75 | -36 | -1.4
COc1ccccc1N1CCN(c2nc3ccccc3nc2C(C#N)C(=O)OC(C)C)CC1 (stereo not given) | 2 | -6 | -15 | 0 | 68 | 4 | 2 | 62 | -12 | -2.4
O=C(CSCc1ccccc1)N1CCN(c2ccccc2)CC1 | 8 | 3 | · | 7 | 100 | 3 | -3 | 90 | -5 | 1.6
Cc1cc(C)n(C(=O)C2CCCN2S(=O)(=O)c2ccc(Cl)cc2)n1 (stereo not given) | -1 | -1 | -9 | 7 | 95 | 12 | -2 | 92 | 10 | -1.0
O=c1[nH]c2cc(Cl)ccc2n(CCNc2ncc(C(F)(F)F)cc2Cl)c1=O | 0 | · | -4 | -5 | 96 | 5 | -7 | 97 | -24 | -0.6
C=CCn1c(SC)nc2sc3c(c2c1=O)CCc1ccccc1-3 | 10 | -4 | 28 | 8 | 78 | 2 | -5 | 73 | -37 | -1.8
O=S(=O)(c1ccc(F)cc1)N1CC2CCCN2c2ccc(C(F)(F)F)cc21 (stereo not given) | -2 | · | 14 | 0 | 69 | 3 | -3 | 62 | -39 | -2.5
CCCS(=O)(=O)N1CCC(C(=O)NCCCOC)CC1 | 1 | 1 | 100* | -8 | 96 | 4 | -18 | 95 | 2 | -1.3
O=C(CN1C(=O)NC2(CCCCCCC2)C1=O)N1CCN(C(=O)c2ccco2)CC1 | 1 | 0 | 11 | -5 | 98 | 32 | -4 | 101 | -41 | -1.8
Cc1cc2nc(CCN(Cc3cccnc3)C(=S)Nc3ccc(F)cc3)[nH]c2cc1C | 0 | · | 30 | -2 | 72 | 4 | -12 | 60 | -23 | -4.2
O=C(OCc1nnc(-c2ccccc2)o1)c1ccc2c(c1)C(=O)N(CCc1ccccc1)C2=O | 3 | 1 | · | -6 | 104 | 2 | 5 | 97 | -38 | -0.3
CCOC(=O)c1sc(C)nc1C1CCN(C(=O)OCC)CC1 | 0 | -1 | · | 4 | 95 | 22 | -2 | 109 | -52 | -0.6
N#Cc1c(-c2ccccc2)nc(-c2ccccc2)[nH]c1=O | 1 | 3 | 15 | -14 | 98 | 31 | -4 | 99 | -33 | -2.9
COc1cccc(C2N(c3cccc(Cl)c3)C(=O)C3CCCN32)c1OC (stereo not given) | 2 | 0 | 15 | 3 | 88 | 25 | 2 | 83 | -6 | -1.6
CCOc1ccccc1-n1nnnc1SCC(=O)NC(=O)NCc1ccco1 | 4 | -1 | -35 | 6 | 100 | 3 | -20 | 95 | -48 | -2.8
CCN1C(=O)c2cccc3c(S(=O)(=O)NCCCN4CCOCC4)ccc1c23 | 3 | · | · | 7 | 80 | 4 | -22 | 79 | -22 | -1.9
CCN1CCN(c2nc3c(c(=O)n(C)c(=O)n3C)n2Cc2cccc3ccccc23)CC1 | 0 | 0 | -21 | -5 | 74 | 37 | 0 | 75 | -46 | -4.5
CCC(=O)N(Cc1cc2cc(C)c(C)cc2[nH]c1=O)C1CCCCC1 | 5 | -1 | · | -1 | 74 | 1 | -3 | 85 | -79 | -1.9
O=C(N/C(=C\c1cccnc1)c1nc2ccccc2[nH]1)c1cccc(Br)c1 | 1 | -6 | 6 | 0 | 97 | 17 | 8 | 90 | -40 | -2.0
Cc1ccc(NC(=S)NCc2cccn2C)cc1 | 1 | 0 | -15 | -12 | 82 | 11 | -4 | 87 | -33 | -0.2
COc1ccc(S(=O)(=O)CCC(=O)NCCc2cccc(C)c2)cc1 | 5 | · | · | -20 | 96 | 33 | 0 | 99 | -21 | -1.9
COc1cc(-n2nnnc2SCC(=O)N2CCN(c3ccc(F)cc3)CC2)c(OC)cc1Cl | -2 | 2 | 12 | -14 | 70 | 8 | -2 | 71 | -36 | 0.9
Cc1c(Cl)cccc1NC(=O)CCCCCN1C(=O)CCC1=O | 7 | · | 12 | -4 | 111 | 8 | -10 | 97 | -6 | -1.1
Cc1ccc(CCN2C(=O)CCC2(C)C(=O)NC2CCCC2)cc1 (stereo not given) | -1 | · | 14 | 5 | 94 | 9 | 1 | 86 | -22 | -2.1
Cc1ccccc1C(=O)NC1CCN(CC(=O)Nc2nccs2)CC1 | -1 | 2 | -9 | 9 | 97 | 17 | -3 | 110 | -67 | 0.2
N#Cc1c(-c2ccc(Cl)cc2)ccn2nc(C3CCCCC3)nc12 | 2 | -1 | -5 | -6 | 97 | 34 | -5 | 93 | -64 | -0.9
CCN(CC)c1ccc(NS(=O)(=O)c2ccc3c(c2)oc(=O)n3C)c(C)c1 | -1 | 0 | · | -7 | 87 | 8 | 1 | 86 | 31 | -0.3
CCOc1ccc2nc(NCCNC(=O)Nc3ccccc3)c(C#N)cc2c1 | 3 | 1 | · | -6 | 95 | 5 | 104* | 88 | 31 | -4.5
CCS(=O)(=O)N1Cc2ccccc2CC1C(=O)Nc1nc2ccccc2s1 (stereo not given) | 1 | 6 | 9 | 11 | 80 | 24 | -6 | 74 | -12 | -3.8
COc1cc(OC)cc(C(=O)NNC(=O)Cc2ccc(OC)c(S(=O)(=O)N3CCOCC3)c2)c1 | -1 | -1 | 4 | 6 | 97 | 9 | -3 | 103 | -33 | 0.5
Clc1ccc(-c2cc(COc3ccc4ccccc4c3)no2)cc1 | 1 | · | -19 | -3 | 101 | 14 | -5 | 100 | -35 | 0.1
CCCCOCCCNC(=O)Cc1ccccc1OC | 3 | -1 | · | -5 | 80 | 2 | -8 | 85 | -37 | 0.3
CCCc1cc(=O)oc2cc(OCc3cc(OC)c(OC)c(OC)c3)c(Cl)cc12 | 1 | · | -11 | -7 | 82 | 2 | -6 | 87 | -30 | -2.8
CC1CCN(C(=O)CN(CCc2ccccc2)S(C)(=O)=O)CC1 | -1 | 0 | · | -17 | 79 | 14 | -4 | 87 | -35 | 0.0

# Not a retest: five of the compounds above.
SMILES | NPY-Y2 antag | Phagocyt inh | E-sel TNF inh | GALR2 blocker | bCat KO growth | Measles CPE | Yeast lifespan up | HCT116 PTEN-null | Yeast growth inh | MRP-1 activ
COc1cc(OC)cc(C(=O)NNC(=O)Cc2ccc(OC)c(S(=O)(=O)N3CCOCC3)c2)c1 | -1 | -1 | 4 | 6 | 97 | 9 | -3 | 103 | -33 | 0.5
Clc1ccc(-c2cc(COc3ccc4ccccc4c3)no2)cc1 | 1 | · | -19 | -3 | 101 | 14 | -5 | 100 | -35 | 0.1
CCCCOCCCNC(=O)Cc1ccccc1OC | 3 | -1 | · | -5 | 80 | 2 | -8 | 85 | -37 | 0.3
CCCc1cc(=O)oc2cc(OCc3cc(OC)c(OC)c(OC)c3)c(Cl)cc12 | 1 | · | -11 | -7 | 82 | 2 | -6 | 87 | -30 | -2.8
CC1CCN(C(=O)CN(CCc2ccccc2)S(C)(=O)=O)CC1 | -1 | 0 | · | -17 | 79 | 14 | -4 | 87 | -35 | 0.0

# Ordered by SMILES length (rising): part of the list above.
SMILES | NPY-Y2 antag | Phagocyt inh | E-sel TNF inh | GALR2 blocker | bCat KO growth | Measles CPE | Yeast lifespan up | HCT116 PTEN-null | Yeast growth inh | MRP-1 activ
CCCCOCCCNC(=O)Cc1ccccc1OC | 3 | -1 | · | -5 | 80 | 2 | -8 | 85 | -37 | 0.3
CC1CCN(C(=O)CN(CCc2ccccc2)S(C)(=O)=O)CC1 | -1 | 0 | · | -17 | 79 | 14 | -4 | 87 | -35 | 0.0
COc1ccc(S(=O)(=O)CCC(=O)NCCc2cccc(C)c2)cc1 | 5 | · | · | -20 | 96 | 33 | 0 | 99 | -21 | -1.9
COc1cc(-n2nnnc2SCC(=O)N2CCN(c3ccc(F)cc3)CC2)c(OC)cc1Cl | -2 | 2 | 12 | -14 | 70 | 8 | -2 | 71 | -36 | 0.9
COc1cc(OC)cc(C(=O)NNC(=O)Cc2ccc(OC)c(S(=O)(=O)N3CCOCC3)c2)c1 | -1 | -1 | 4 | 6 | 97 | 9 | -3 | 103 | -33 | 0.5

# Screens as filed in PubChem.
